FLuc counter: qHTS profiling assay for firefly luciferase inhibitor/activator using purifed enzyme and Km concentrations of substrates (counterscreen for miR-21 project); Luciferin 4-monooxygenase (Photinus pyralis), P08659; purified FLuc, Km substrates, luminescence inhibition; Potency, µM (doses to about 57.5 µM), without a hit: at the highest dose activity change, negative = inhibition, usual class: inhibitors; hit rate 6.9% among 360,000; AID 588342, 2011;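 further: plate controls were vehicle for no effect and reference inhibitor for full effect; nearly all actives have a fitted effect of over 55% in size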
Target sequence (P08659 whole entry, looked up): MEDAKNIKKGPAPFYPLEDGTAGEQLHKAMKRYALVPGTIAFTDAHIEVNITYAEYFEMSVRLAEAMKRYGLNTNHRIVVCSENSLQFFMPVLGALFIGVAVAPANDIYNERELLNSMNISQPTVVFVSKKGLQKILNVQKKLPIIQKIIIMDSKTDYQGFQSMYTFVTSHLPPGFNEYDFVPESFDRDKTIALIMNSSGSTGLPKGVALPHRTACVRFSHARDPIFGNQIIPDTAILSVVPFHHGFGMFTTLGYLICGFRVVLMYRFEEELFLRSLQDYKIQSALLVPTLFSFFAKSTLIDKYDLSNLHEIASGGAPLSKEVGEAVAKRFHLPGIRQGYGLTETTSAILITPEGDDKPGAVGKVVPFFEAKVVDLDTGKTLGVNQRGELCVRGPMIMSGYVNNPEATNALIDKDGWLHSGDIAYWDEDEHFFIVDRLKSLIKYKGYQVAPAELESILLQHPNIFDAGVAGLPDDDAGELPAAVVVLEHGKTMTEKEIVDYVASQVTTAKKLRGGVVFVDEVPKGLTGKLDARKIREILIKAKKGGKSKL
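Purified P. pyralis luciferase (10nM final) with 10uM D-luciferin and 10uM ATP (Km levels) in 50mM Tris acetate pH 7.5, 10mM Mg acetate, 0.01% Tween-20, 0.05% BSA; qHTS 6-point titration, ~60 µM downward; luminescence read.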
BRCA1 expr act: qHTS Assay to Identify Small Molecule Activators of BRCA1 Expression; MCF7-BRCA1-FFLuc reporter, luminescence, 48 h; response scale: scaled: vehicle 0%, 10 µM genistein 100%; Potency, µM (doses to about 46.1 µM), for inactives: top-dose activation, most hits filed as activators; hit rate 1.1% among 380,000; AID 624202, 2012; further: nearly all actives have a fitted effect of over 80% in size; some results filed as inactive show a strong effect at the top dose
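Reporter cells (MCF7, BRCA1 promoter-firefly luciferase) received library compounds across a concentration series for 48 h. End-point luminescence was measured and concentration-effect curves derived after normalization.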
MBNL1 CUG block: qHTS Assay for Inhibitors of MBNL1-poly(CUG) RNA binding; hit rate 0.036% among 280,000; Muscleblind-like protein 1 (Homo sapiens), Q9NR56; TR-FRET MBNL1-His/biotin-(CUG)12 binding, 665/545 ratio; Potency, µM (series often up to 57.5 µM), for inactives: at the highest dose activity change, negative = inhibition, most hits filed as inhibitors; active means well fitted inhibition curve with a large enough effect in the signal ratio, with a control signal flat, not every such curve was filed as active; inconclusive means small, poorly fitted or top-dose-only effect, or effect the other way, or a change in a side signal; inactive means no such curve, though single readings can be large or run the other way; the % refers to the signal ratio; further: on the % scale 0 is the no-effect control and ±100 the full control effect
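His-tagged MBNL1 binding to biotinylated (CUG)12 RNA was measured by TR-FRET using terbium anti-His antibody (0.055 ng/ul final) and streptavidin-XL665 (5 nM final). Compounds were titrated 92 nM to 58 uM; 60 min at room temperature.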
VP16 counter: VP16 counterscreen qHTS for inhibitors of ROR gamma transcriptional activity | hit rate 3.5% among 310,000 | AID 2546, 2010 | Potency, µM (top dose mostly 53.6 µM), inactives show at the top dose activity, negative = inhibition, hits mostly inhibitors | Drosophila S2 Gal4-VP16 UAS-luciferase, luminescence, 20 h;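 further: Gal4-VP16 expression switched on by copper sulfate through the metallothionein promoter; on the % scale 0 is the no-effect control and ±100 the full control effect; nearly all actives have a fitted effect of over 50% in size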
uPA surface inh: qHTS for Inhibitors of Cell Surface uPA Generation | cell surface uPA generation assay, qHTS | Potency, µM (doses to about 38.3 µM), inactives show at the highest dose activity change, negative = inhibition, hits mostly inhibitors | hit rate 0.31% among 330,000 | AID 540303, 2011; active means well fitted inhibition curve with a large enough effect; inconclusive means small, poorly fitted or top-dose-only effect; inactive means no such curve, though single readings can be large or run the other way; tested in mouse RAW 264.7 cells; further: on the % scale 0 is the no-effect control and ±100 the full control effect; nearly all actives have a fitted effect of over 55% in size
p53 reactivation: qHTS assay for re-activators of p53 using a Luc reporter; H1299 p53-A138V BP100-luciferase reporter, luminescence, 24 h; Potency, µM (highest dose often 92.2 µM), for the others: top-dose activity change, positive = activation, usual class: activators; hit rate 0.063% among 320,000; AID 504706, 2011; further: % of control where 0% means no effect; nearly all actives have a fitted effect of over 45% in size
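H1299 (p53-null), stable ts p53-A138V + BP100-Luc; 1000 cells/well, Opti-MEM/10% FBS; cpd 4 pt, 1:5; 24 h, 37 deg C, 5% CO2; detection reagent 10 min RT; luminescence.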
ELG1 genotox: qHTS screen for small molecules that induce genotoxicity in human embryonic kidney (HEK293T) cells expressing luciferase-tagged ELG1 | HEK293T ELG1-luciferase reporter, luminescence, 16 h | Potency, µM (highest dose often 46 µM), without a hit: top-dose activity change, positive = activation, usual class: activators | hit rate 1.3% among 330,000; further: % of control where 0% means no effect; nearly all actives have a fitted effect of over 60% in size
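Quantitative HTS format in 1536-well plates. HEK293T ELG1-luciferase reporter cells receive test compound and are incubated 16 hr at 37 °C, 5% CO2; ONE-Glo added, 30 min room temperature, then luminescence read.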
Rab9 prom act: qHTS Assay for Rab9 Promoter Activators; Huh7 Rab9 promoter-luciferase reporter, luminescence, 24 h; hit rate 2.8% among 320,000; AID 485297, 2010; Potency, µM (doses to about 9.22 µM), without a hit: at the top dose activation, negative = inhibition, hits mostly activators; further: % of control where 0% means no effect; nearly all actives have a fitted effect of over 60% in size
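Huh7 cells stably carrying Rab9 promoter–luciferase reporter, plated 1500 cells/well, compound added after 2 h and incubated 24 h at 37 °C; luciferase luminescence then read after 10 min with detection reagent.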
NPC1 prom act: qHTS Assay for NPC1 Promoter Activators | hit rate 2.4% among 320,000 | AID 485313, 2010 | Huh7 NPC1 promoter luciferase reporter, 24 h | Potency, µM (doses to about 9.22 µM), inactives show top-dose activation, usual class: activators;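 further: % of control where 0% means no effect; nearly all actives have a fitted effect of over 60% in size; reporter is driven by a mutant NPC1 promoter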
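Stably transfected Huh7 (NPC1 promoter→luciferase), 1500 cells/well in Opti-MEM + 10% FBS, 2 h settle, then compound 24 h at 37 °C. Luminescence after 10 min with Amplite reagent.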
RORgamma inh: qHTS for inhibitors of ROR gamma transcriptional activity | Nuclear receptor ROR-gamma (Mus musculus), P51450 | Drosophila S2 Gal4-RORgamma UAS-luciferase reporter, 20 h | Potency, µM (doses to about 53.6 µM), inactives show at the top dose activity change, negative = inhibition, usual class: inhibitors | hit rate 5.4% among 310,000 | AID 2551, 2010; further: on the % scale 0 is the no-effect control and ±100 the full control effect; nearly all actives have a fitted effect of over 60% in size
Target sequence (P51450 whole entry, looked up, the tested form may be a part): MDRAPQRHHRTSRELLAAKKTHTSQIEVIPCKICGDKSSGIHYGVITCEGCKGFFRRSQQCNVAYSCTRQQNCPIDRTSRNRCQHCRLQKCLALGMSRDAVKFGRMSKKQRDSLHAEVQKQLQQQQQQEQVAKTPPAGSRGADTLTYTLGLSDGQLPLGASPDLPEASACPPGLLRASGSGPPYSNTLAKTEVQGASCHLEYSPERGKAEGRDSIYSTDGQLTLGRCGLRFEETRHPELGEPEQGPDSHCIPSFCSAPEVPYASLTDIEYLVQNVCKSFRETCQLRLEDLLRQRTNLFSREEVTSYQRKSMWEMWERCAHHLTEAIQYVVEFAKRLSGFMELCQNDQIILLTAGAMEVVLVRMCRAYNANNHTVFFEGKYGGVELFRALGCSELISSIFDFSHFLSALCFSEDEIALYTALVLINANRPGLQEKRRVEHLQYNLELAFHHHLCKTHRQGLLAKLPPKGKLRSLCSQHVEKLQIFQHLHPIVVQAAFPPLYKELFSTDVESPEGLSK
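Drosophila Schneider cells stably carrying a metallothionein-driven Gal4 DBD–ROR gamma fusion and a UAS-Photinus luciferase reporter were exposed to compound for 1 hr, then induced with copper sulfate (700 uM final) for 20 hr at ambient temperature before luminescence reading.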
* marks the source's active call; other numbers are inactive results; u = inconclusive; x = no result given; [ ] = remark or other dose. Unless noted, the call rests on the fitted dose curve; in most records, active means well fitted curve in the direction sought with a large enough effect; inconclusive means small, poorly fitted or top-dose-only effect, or another doubt; inactive means no such curve, though single readings can be large; an effect the other way counts as inactive or inconclusive. Potency means the concentration at half of the fitted maximal effect.

1. COC(=O)c1csc(S(=O)(=O)N2CCCCC2)c1OC
2. O=C(COC(=O)c1ccccc1[N+](=O)[O-])c1ccc2c(c1)OCO2
3. CCOc1ccc(CNC(=O)C2CC(=O)N(C3CCCC3)C2)cc1OC (stereo not given)
4. O=C(N1CCOCC1)N1CCCC(c2nc(-c3cccs3)no2)C1 (stereo not given)
5. COc1ccc(F)cc1S(=O)(=O)Nc1ccc(C)cc1
6. CCOC(=O)CSC1=C(C#N)C(c2ccc(C)o2)CC(=O)N1 (stereo not given)
7. Cc1ccc(NC(=O)CN2CCc3cc4c(cc3C2)OCCCO4)cc1C
8. COc1ccc(N2CC(NC(=O)NCC(C)C)CC2=O)cc1 (stereo not given)
compound no.,1,2,3,4,5,6,7,8
FLuc counter,-2%,0.019µM*,3%,2%,0%,8%,4%,5%
BRCA1 expr act,3%,u,-32%,19%,-15%,-48%,-15%,-12%
MBNL1 CUG block,-12%,x,-6%,5%,1%,1%,-1%,u
VP16 counter,9%,x,-5%,0%,-19%,-3%,-4%,-10%
uPA surface inh,-6%,-3%,-3%,8%,-8%,u,-1%,5%
p53 reactivation,-5%,11%,1%,-1%,-10%,27%,-3%,0%
ELG1 genotox,1%,u,0%,6%,-4%,19%,-1%,0%
Rab9 prom act,0%,0.32µM*,0%,-3%,-4%,-18%,0%,-7%
NPC1 prom act,-2%,0.32µM*,0%,6%,3%,-15%,-5%,-6%
RORgamma inh,-9%,x,3%,22%,-14%,-4%,23%,18%

9. C=CCSc1nc2ccsc2c(=O)n1-c1cccnc1
10. O=C(COc1ncnc2ccc(Br)cc12)NCc1ccco1
11. COc1ccccc1C(CCN(Cc1ccccc1)C(C)=O)c1ccco1 (stereo not given)
12. CCN(CC(=O)Nc1ccc(S(N)(=O)=O)cc1)S(=O)(=O)c1cc(C)ccc1OC
13. CC(c1ccon1)N(C)C(=O)CCc1nnc(CCCCc2ccccc2)o1 (stereo not given)
14. COc1ccccc1NC(=O)CSc1nnc(C)s1
15. COC(=O)c1ccc(CN2CCN(Cc3ccc(F)cc3)C(CCO)C2)cc1 (stereo not given)
16. CC(C)(C)NC(=O)c1cccc2c1-c1ccccc1C2=O
compound no.,9,10,11,12,13,14,15,16
FLuc counter,-1%,0%,u,0%,-14%,-3%,-1%,-2%
BRCA1 expr act,-15%,0%,-24%,-22%,0%,21%,-16%,-13%
MBNL1 CUG block,4%,u,-9%,0%,-7%,-3%,-1%,u
VP16 counter,10%,-7%,0%,2%,2%,-8%,0%,-13%
uPA surface inh,-3%,1%,-4%,-1%,2%,-1%,-5%,-4%
p53 reactivation,0%,2%,-1%,-2%,4%,17%,-1%,-2%
ELG1 genotox,6%,0%,-4%,-7%,1%,0%,-6%,-1%
Rab9 prom act,-2%,-2%,-1%,-2%,8%,2%,-4%,6%
NPC1 prom act,-3%,1%,-8%,0%,0%,4%,-2%,-1%
RORgamma inh,20%,-10%,u,-18%,16%,-4%,4%,-10%

17. COc1ccc(Nc2nc(-c3cccc([N+](=O)[O-])c3)nc3ccccc23)cc1
18. COc1ccc(OC)c(NC(=O)CCNS(=O)(=O)c2ccc3[nH]c(=O)oc3c2)c1
19. Cc1onc(-c2ccccc2Cl)c1C(=O)OCC(=O)N1CCCCC1
20. O=C(c1ccncc1)c1ccc(Br)cc1
21. N#Cc1cc2ccc(N3CCOCC3)cc2cc1C#N
22. Cc1ccccc1OCC(=O)N/N=C/c1c(C)nn(-c2ccccc2)c1Cl
23. CCOC(=O)CC1COCCN1Cc1cn[nH]c1-c1ccc2c(c1)OCO2 (stereo not given)
24. Cc1cc2cc(C#N)c(N3CCN(S(C)(=O)=O)CC3)nc2cc1C
compound no.,17,18,19,20,21,22,23,24
FLuc counter,6%,1%,x,-2%,1%,u,-2%,u
BRCA1 expr act,-55%,-5%,-3%,-19%,-39%,8%,0%,22%
MBNL1 CUG block,-10%,-6%,x,21%,22%,12%,-14%,u
VP16 counter,u,-5%,x,-6%,u,18%,0%,u
uPA surface inh,-13%,-1%,-16%,x,-5%,-8%,2%,1%
p53 reactivation,-8%,2%,9%,-14%,12%,8%,-1%,2%
ELG1 genotox,-6%,2%,0%,-3%,u,0%,0%,0%
Rab9 prom act,-1%,-1%,x,-6%,0%,-8%,0%,16%
NPC1 prom act,-3%,-1%,x,-1%,-4%,-6%,-3%,0%
RORgamma inh,19%,-4%,x,6%,-104%,42%,1%,22%

Two compounds picked at random from the list so far, as already listed:
19. Cc1onc(-c2ccccc2Cl)c1C(=O)OCC(=O)N1CCCCC1
20. O=C(c1ccncc1)c1ccc(Br)cc1
compound no.,19,20
FLuc counter,x,-2%
BRCA1 expr act,-3%,-19%
MBNL1 CUG block,x,21%
VP16 counter,x,-6%
uPA surface inh,-16%,x
p53 reactivation,9%,-14%
ELG1 genotox,0%,-3%
Rab9 prom act,x,-6%
NPC1 prom act,x,-1%
RORgamma inh,x,6%

Next compounds:
25. CNc1ncc(C(=O)C(C)(C)C)s1
26. Cc1ccc(NC(=S)Nc2ccc3[nH]c(=O)[nH]c3c2)cc1
27. O=c1[nH]cnc2c1c(-c1ccccc1)cn2-c1ccccc1
28. O=C(O)CN=C1NC2(CCCCC2)Cc2ccccc21
29. CSc1nc2c(c(=O)[nH]1)C(c1ccccc1)C1=C(CC(C)(C)CC1=O)N2 (stereo not given)
30. CCn1ncc(Cl)c1C(=O)Nc1ccncc1
31. CC(=O)c1cccc(N=C2NC(=O)C(CO)(CO)S2)c1
32. N#Cc1c2n(c3c(-c4ccccc4)ncnc13)CCC2
compound no.,25,26,27,28,29,30,31,32
FLuc counter,-4%,u,1%,1%,-1%,-1%,0%,-2%
BRCA1 expr act,20%,17%,-47%,-4%,31%,37%,3%,3%
MBNL1 CUG block,8%,-2%,5%,-11%,-3%,10%,-9%,2%
VP16 counter,6%,-23%,-5%,21%,6%,0%,3%,-4%
uPA surface inh,0%,-1%,-19%,1%,5%,-1%,-1%,2%
p53 reactivation,0%,12%,-4%,6%,0%,5%,14%,-14%
ELG1 genotox,-1%,5%,14%,1%,-2%,0%,3%,0%
Rab9 prom act,1%,12%,-7%,-2%,-3%,3%,-10%,1%
NPC1 prom act,1%,-5%,1%,-2%,-2%,12%,4%,0%
RORgamma inh,-2%,10µM*,-15%,-21%,20%,-1%,-28%,2%

Screen by screen, from the results shown.
p53 reactivation, compounds 25 to 29, in order: 0%, 12%, -4%, 6%, 0%
NPC1 prom act, compounds 25 to 29, in order: 1%, -5%, 1%, -2%, -2%
RORgamma inh, compounds 25 to 29, in order: -2%, 10µM*, -15%, -21%, 20%

Following part.
33. CS(=O)(=O)N(CC(=O)NCc1ccco1)c1cc(C(F)(F)F)ccc1Cl
34. CCC(NS(=O)(=O)c1ccc(C)cc1)C(=O)O (stereo not given)
35. COc1ccc(-n2nnc3c(=O)n(CC(=O)N4CCC(C)CC4)cnc32)cc1
36. C=CCSC1=C(C#N)C(c2ccccc2C)CC(=O)N1 (stereo not given)
37. COc1ccccc1NS(=O)(=O)c1cccc(C(=O)NCC(c2ccccc2OC)N2CCCC2)c1 (stereo not given)
38. N#Cc1ccccc1Cn1c(=O)n(Cc2ccc(C(=O)NCc3ccco3)cc2)c(=O)c2ccccc21
39. CC1CN(C(=O)C2(C)CC2(Br)Br)CC(C)O1 (stereo not given)
40. FC(F)(F)c1ccc(-n2ccnc2)nc1
41. CCOC(=O)c1c(S(=O)(=O)N2CCCCC2C)c(C)n(C)c1C (stereo not given)
42. COc1ccccc1C(=O)Nc1nc(-c2ccc3c(c2)OCCO3)cs1
compound no.,33,34,35,36,37,38,39,40,41,42
FLuc counter,4%,-3%,-3%,1%,3%,5%,-1%,2%,1%,u
BRCA1 expr act,1%,1%,1%,-14%,-8%,-44%,15%,13%,7%,2%
MBNL1 CUG block,-10%,4%,-5%,6%,x,7%,-8%,-4%,-4%,41%[activator]
VP16 counter,-3%,-14%,-5%,12%,x,-17%,-16%,-7%,-5%,0%
uPA surface inh,8%,x,-7%,0%,2%,-4%,2%,7%,-5%,4%
p53 reactivation,-6%,-17%,-7%,-10%,2%,8%,2%,-2%,-5%,-2%
ELG1 genotox,-4%,3%,-3%,2%,1%,-1%,-1%,2%,-3%,-3%
Rab9 prom act,1%,-1%,-1%,2%,3%,-4%,-6%,-3%,0%,4%
NPC1 prom act,0%,2%,-3%,2%,7%,-5%,-2%,-2%,-4%,-7%
RORgamma inh,15%,7%,37%,-19%,x,-26%,6%,1%,-7%,9%

High-throughput results (PubChem)
